Compound activity from PubChem.
CHRM4 agonist: agonists of human muscarinic M4 receptor (CHRM4); CHO-K1 hM4/Gqi5, Fluo-8 calcium fluorescence; vehicle 0%, full acetylcholine response 100%; AID 624127; 360,000 compounds, 0.14% hits; activation, % at 3 µM;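 active = activation above the run mean over all test wells plus 3 SD, cut at about 32% in these data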;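 note: peak over basal fluorescence ratio per well then scaled between controls; 0% = DMSO wells and 100% = acetylcholine at EC100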
Target sequence (P08173 whole entry, looked up): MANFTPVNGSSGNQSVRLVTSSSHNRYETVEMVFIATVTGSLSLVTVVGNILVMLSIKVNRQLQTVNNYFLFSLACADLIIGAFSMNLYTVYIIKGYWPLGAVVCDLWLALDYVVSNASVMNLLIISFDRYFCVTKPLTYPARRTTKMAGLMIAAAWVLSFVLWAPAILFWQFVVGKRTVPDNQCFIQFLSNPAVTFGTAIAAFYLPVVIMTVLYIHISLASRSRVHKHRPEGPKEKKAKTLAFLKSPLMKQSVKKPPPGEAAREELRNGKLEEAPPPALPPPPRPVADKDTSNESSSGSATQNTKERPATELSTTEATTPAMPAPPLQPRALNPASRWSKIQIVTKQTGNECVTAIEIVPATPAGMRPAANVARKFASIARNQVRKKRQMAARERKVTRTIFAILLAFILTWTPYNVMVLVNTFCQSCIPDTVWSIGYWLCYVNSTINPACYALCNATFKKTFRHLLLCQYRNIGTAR
M4 antag: CHRM4 antagonism in calcium assay | 360,000 compounds, 0.73% hits | P08173 | AID 624125 | CHO-hM4 cells, ACh EC80, Fluo-8 calcium fluorescence | inhibition, % at 3 µM;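 active = inhibition above its plate's cutoff, the mean inhibition of sample wells plus 3 SD, cut at about 27% in these data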;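 note: 0% = acetylcholine EC80 with DMSO and 100% = DMSO without agonist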
CHRM5 PAM: CHRM5 positive allosteric modulation. P08912. CHO-K1 hM5, Fluo-8 calcium, ACh EC20 PAM; 0% = ACh EC20, 100% = ACh EC100. activation, % at 3 µM. 360,000 compounds, 0.3% hits. AID 624038;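 active = activation above the run cutoff, the mean activation of all test compounds plus 3 SD, cut at about 18% in these data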
Target sequence (P08912 whole entry, looked up): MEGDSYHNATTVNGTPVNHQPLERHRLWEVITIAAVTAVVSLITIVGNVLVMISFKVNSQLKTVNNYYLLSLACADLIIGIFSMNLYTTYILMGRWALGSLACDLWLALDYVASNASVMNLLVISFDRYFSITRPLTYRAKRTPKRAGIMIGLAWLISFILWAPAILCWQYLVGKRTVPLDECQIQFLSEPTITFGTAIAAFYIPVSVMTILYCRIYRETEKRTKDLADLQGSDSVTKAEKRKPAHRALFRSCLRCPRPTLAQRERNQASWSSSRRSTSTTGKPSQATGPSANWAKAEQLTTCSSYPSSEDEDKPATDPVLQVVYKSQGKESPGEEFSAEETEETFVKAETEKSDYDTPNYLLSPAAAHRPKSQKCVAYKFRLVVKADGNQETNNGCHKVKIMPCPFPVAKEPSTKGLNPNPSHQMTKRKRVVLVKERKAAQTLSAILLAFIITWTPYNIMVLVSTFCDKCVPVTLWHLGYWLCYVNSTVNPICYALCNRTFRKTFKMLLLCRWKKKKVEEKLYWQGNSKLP
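system = human M5 receptor in CHO-K1 cells | compound = one concentration, 3 µM final (nominal) | schedule = Post-acetylcholine fluorescence recording 140 s | signal = Fluo-8 calcium dye fluorescence, kinetic read | benchmarks = low control EC20 acetylcholine (0%), high control EC100 acetylcholine (100%) | repeats = singlicate, one well per test compound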
CHO-K1 Ca ag: nonselective activator or artifact in parental CHO-K1 cells. activation, % at 3 µM. Fluo-8 calcium fluorescence; scaled to maximal ATP response, vehicle zero. 360,000 compounds, 0.48% hits; in the data active = activation above about 15%;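 note: untransfected CHO-K1 host cells lacking M1 receptor as counterscreen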
CHRM4 PAM: potentiates acetylcholine response at human M4 receptor; activation, % at 3 µM; CHO-K1 hM4/Gqi5, Fluo-8 calcium fluorescence, ACh EC20; 0% = ACh EC20, 100% = maximal ACh; P08173; AID 624126; 360,000 compounds, 0.4% hits;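 active = activation above its plate's cutoff, the mean activation of sample wells plus 3 SD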; note: some results filed as inactive read as strong as hits
M5 antag: antagonists of human muscarinic M5 receptor (CHRM5). P08912. CHO-hM5 cells, Fluo-8 calcium fluorescence, ACh EC80. inhibition, % at 3 µM. 360,000 compounds, 0.59% hits. AID 624040;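 active = inhibition above a per-plate cutoff, the mean of that plate's test compounds plus 3 SD, cut at about 27% in these data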;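 note: 0% = acetylcholine EC80 with DMSO and 100% = DMSO without agonist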
M5 ag: agonists of human muscarinic M5 receptor (CHRM5); P08912; CHO-K1 hM5 cells, Fluo-8 calcium fluorescence; 0% DMSO wells, 100% maximal acetylcholine response; activation, % at 3 µM; 360,000 compounds, 0.19% hits; AID 624037;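 active = activation above the run's mean over test compounds plus 3 SD, cut at about 23% in these data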;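 note: signal is peak over basal fluorescence ratio across the kinetic read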
CHO-K1 Ca antag: M1 antagonist counterscreen hit in parental CHO-K1 cells | ATP-induced calcium, Fluo-8 fluorescence | inhibition, % at 3 µM | 360,000 compounds, 0.6% hits | AID 602250;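 active = inhibition above a per-plate cutoff, the plate's mean sample inhibition plus 3 SD, cut at about 24% in these data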;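 note: 0% = DMSO plus EC80 ATP and 100% = DMSO alone without ATP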
CHO-K1 Ca PAM: counter-screen for M1 PAMs: effect in parental CHO-K1 cells. 360,000 compounds, 0.02% hits. ATP EC20, Fluo-8 calcium fluorescence; 0% at ATP EC20, 100% at ATP max. activation, % at 3 µM. AID 602247;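 active = activation above the run cutoff, the mean activation of all test compounds plus 3 SD, cut at about 40% in these data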;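 note: peak over basal fluorescence ratio in a 140 s read after ATP addition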
* hit, by the source's call.

`COc1cccc(NC(=O)CSc2nc(=O)n(Cc3ccncc3)c3c2CCCC3)c1` gave CHRM4 agonist 0, M4 antag 11, CHRM5 PAM 6, CHO-K1 Ca ag -0.3, CHRM4 PAM -3, M5 antag -4, M5 ag 0, CHO-K1 Ca antag -6 and CHO-K1 Ca PAM 5.
For COCc1ccc(CN2CCCC(CO)(Cc3ccccc3C)C2)o1 (centres undefined) the results were CHRM4 agonist 2, M4 antag -5, CHRM5 PAM 10, CHO-K1 Ca ag -0.5, CHRM4 PAM 1, M5 antag 3, M5 ag -5, CHO-K1 Ca antag 4 and CHO-K1 Ca PAM 1.
For COc1cc(/C=C/C(=O)OCC(=O)NCc2ccc(F)cc2)ccc1O the results were CHRM4 agonist 5, M4 antag -10, CHRM5 PAM -3, CHO-K1 Ca ag 5.4, CHRM4 PAM 1, M5 antag 16, M5 ag 2, CHO-K1 Ca antag -20 and CHO-K1 Ca PAM 21.
O=C(NCc1ccco1)c1c2c(nc3ccccc13)CCC2 was read as CHRM4 agonist 2, M4 antag 0, CHRM5 PAM 0, CHO-K1 Ca ag 0.0, CHRM4 PAM 2, M5 antag 6, M5 ag -11, CHO-K1 Ca antag 3 and CHO-K1 Ca PAM 2.
C/C(=N\NC(=O)c1c(Br)c(C)nn1C)c1ccc(NC(=O)C(C)Oc2ccc(Cl)cc2C)cc1 (centres undefined) was read as CHRM4 agonist 7, M4 antag -17, CHRM5 PAM -8, CHO-K1 Ca ag 2.2, CHRM4 PAM 3, M5 antag 2, M5 ag -2, CHO-K1 Ca antag 12 and CHO-K1 Ca PAM 1.
`C[C@@H]1CCCCO[C@H](CN(C)Cc2ccc(C(=O)O)cc2)[C@@H](C)CN([C@H](C)CO)C(=O)c2cc(N(C)C)ccc2O1` gave CHRM4 agonist 0, M4 antag -7, CHRM5 PAM -1, CHO-K1 Ca ag 0.5, CHRM4 PAM 8, M5 antag -2, M5 ag 3, CHO-K1 Ca antag -9 and CHO-K1 Ca PAM 15.
`CC(=O)c1sc(-c2ccccc2)nc1C` gave CHRM4 agonist 1, M4 antag -15, CHRM5 PAM -2, CHO-K1 Ca ag 0.4, CHRM4 PAM 8, M5 antag 5, M5 ag -6, CHO-K1 Ca antag -14 and CHO-K1 Ca PAM 8.
OC1CCN(Cc2ccc(OCc3ccccc3)cc2)CC1 was read as CHRM4 agonist 2, M4 antag 11, CHRM5 PAM 3, CHO-K1 Ca ag -0.2, CHRM4 PAM -10, M5 antag -1, M5 ag -5, CHO-K1 Ca antag 16 and CHO-K1 Ca PAM -29.
`CC(=O)Nc1sc(C)c(C)c1C(=O)OCC(=O)N(C)C1CCS(=O)(=O)C1` (centres undefined) gave CHRM4 agonist 1, M4 antag -1, CHRM5 PAM -1, CHO-K1 Ca ag 0.5, CHRM4 PAM -3, M5 antag -1, M5 ag 0, CHO-K1 Ca antag -8 and CHO-K1 Ca PAM 15.
Screening CCCn1nnnc1NC(=O)COc1ccc(Cl)cc1C returned CHRM4 agonist 0, M4 antag 0, CHRM5 PAM -2, CHO-K1 Ca ag 0.0, CHRM4 PAM 8, M5 antag 1, M5 ag 1, CHO-K1 Ca antag -7 and CHO-K1 Ca PAM 13.
Screening Cc1cc(C)n(CCNC(=O)c2cc(COc3ccc(F)cc3Cl)on2)n1 returned CHRM4 agonist 14, M4 antag 0, CHRM5 PAM -11, CHO-K1 Ca ag 7.3, CHRM4 PAM -11, M5 antag 4, M5 ag 4, CHO-K1 Ca antag -7 and CHO-K1 Ca PAM 19.
`COc1ccc(-n2c(C)cc(=O)c3c2CC(C)(C)CC3=O)cc1` gave CHRM4 agonist 0, M4 antag 1, CHRM5 PAM 10, CHO-K1 Ca ag 0.4, CHRM4 PAM 10, M5 antag -3, M5 ag -4, CHO-K1 Ca antag -8 and CHO-K1 Ca PAM 5.
Cn1c(Oc2ccccc2NCc2cc(Br)ccc2O)cc(=O)n(C)c1=O was read as CHRM4 agonist 5, M4 antag -10, CHRM5 PAM -7, CHO-K1 Ca ag 5.4, CHRM4 PAM 4, M5 antag -2, M5 ag -1, CHO-K1 Ca antag -8 and CHO-K1 Ca PAM 12.
Screening Cc1sc2ncn(CC(=O)N3CCOCC3)c(=O)c2c1-c1ccccc1 returned CHRM4 agonist 1, M4 antag -9, CHRM5 PAM 25*, CHO-K1 Ca ag 0.3, CHRM4 PAM 16, M5 antag 18, M5 ag 8, CHO-K1 Ca antag -5 and CHO-K1 Ca PAM -4.
Screening COc1cccc(/C=N/n2c(-c3cc(C)[nH]n3)n[nH]c2=S)c1O returned CHRM4 agonist 1, M4 antag 0, CHRM5 PAM 2, CHO-K1 Ca ag -0.1, CHRM4 PAM -2, M5 antag 2, M5 ag 3, CHO-K1 Ca antag -13 and CHO-K1 Ca PAM 14.
O=C1C(Cl)=C(N2CCN(c3ccccc3[N+](=O)[O-])CC2)C(=O)c2ccccc21 was read as CHRM4 agonist 4, M4 antag 1, CHRM5 PAM -4, CHO-K1 Ca ag 0.4, CHRM4 PAM -9, M5 antag 15, M5 ag -2, CHO-K1 Ca antag 5 and CHO-K1 Ca PAM -3.
For CC(C)c1ccc([N+](=O)[O-])cc1S(=O)(=O)N1CCN(C)CC1 the results were CHRM4 agonist -1, M4 antag 7, CHRM5 PAM 5, CHO-K1 Ca ag 0.5, CHRM4 PAM -2, M5 antag 1, M5 ag 1, CHO-K1 Ca antag -9 and CHO-K1 Ca PAM 18.
`Cn1c(=O)c2[nH]c(=S)n(Cc3ccccc3)c2n(C)c1=O` gave CHRM4 agonist -1, M4 antag 3, CHRM5 PAM 10, CHO-K1 Ca ag -0.4, CHRM4 PAM 1, M5 antag 2, M5 ag 5, CHO-K1 Ca antag -3 and CHO-K1 Ca PAM 7.
`CC(C)C(=O)NC(c1ccco1)c1c(O)ccc2ccccc12` (centres undefined) gave CHRM4 agonist 0, M4 antag 18, CHRM5 PAM -9, CHO-K1 Ca ag 1.1, CHRM4 PAM -3, M5 antag 4, M5 ag -2, CHO-K1 Ca antag -8 and CHO-K1 Ca PAM 18.
Cc1cc2nn(-c3ccccc3)nc2cc1NC(=O)c1cccs1 was read as CHRM4 agonist 2, M4 antag 2, CHRM5 PAM -9, CHO-K1 Ca ag 0.8, CHRM4 PAM 1, M5 antag 1, M5 ag -4, CHO-K1 Ca antag -16 and CHO-K1 Ca PAM 11.
Screening CCN(CC(=O)Nc1ccccc1C(F)(F)F)C(=O)c1cc(-c2ccccc2)nn1-c1ccccc1 returned CHRM4 agonist 9, M4 antag -6, CHRM5 PAM -13, CHO-K1 Ca ag 8.0, CHRM4 PAM -4, M5 antag 9, M5 ag -3, CHO-K1 Ca antag 0 and CHO-K1 Ca PAM -9.
For CCN1CCN(C(=O)CN(C)S(=O)(=O)c2ccc(OC)c(C)c2)CC1 the results were CHRM4 agonist 0, M4 antag -23, CHRM5 PAM -6, CHO-K1 Ca ag 0.5, CHRM4 PAM 10, M5 antag 12, M5 ag -6, CHO-K1 Ca antag -7 and CHO-K1 Ca PAM 23.
For CCOC(=O)N1CCN(C(=O)CCCn2c(=S)[nH]c3ccccc3c2=O)CC1 the results were CHRM4 agonist -1, M4 antag 4, CHRM5 PAM 4, CHO-K1 Ca ag 2.2, CHRM4 PAM 5, M5 antag 1, M5 ag 0, CHO-K1 Ca antag -6 and CHO-K1 Ca PAM 15.
`O=S(=O)(c1ccc(Br)c2ccccc12)N1CCOCC1` gave CHRM4 agonist 0, M4 antag -1, CHRM5 PAM -3, CHO-K1 Ca ag 0.7, CHRM4 PAM 7, M5 antag 2, M5 ag -2, CHO-K1 Ca antag -9 and CHO-K1 Ca PAM 16.
C=CCN(c1ccccc1)S(=O)(=O)c1cccc(C(=O)NCc2ccncc2)c1 was read as CHRM4 agonist 6, M4 antag 3, CHRM5 PAM -1, CHO-K1 Ca ag 5.2, CHRM4 PAM -7, M5 antag -2, M5 ag -4, CHO-K1 Ca antag -10 and CHO-K1 Ca PAM 1.
CC(C)(C)S(=O)N1Cc2cc(C(=O)NCc3ccc(Oc4ccccc4)cc3)nc(-c3cccc(-c4cc5ccccc5o4)c3)c2[C@@H]1CCO (some centres undefined) was read as CHRM4 agonist 2, M4 antag 3, CHRM5 PAM 3, CHO-K1 Ca ag 1.0, CHRM4 PAM 2, M5 antag 12, M5 ag 2, CHO-K1 Ca antag -9 and CHO-K1 Ca PAM 23.
`CCC(=O)NC(c1ccc(C)cc1)c1cc([N+](=O)[O-])c2cccnc2c1O` (centres undefined) gave CHRM4 agonist 1, M4 antag -2, CHRM5 PAM -2, CHO-K1 Ca ag -0.1, CHRM4 PAM 7, M5 antag 7, M5 ag 0, CHO-K1 Ca antag 8 and CHO-K1 Ca PAM -1.
For Cc1cc(C)cc(NC(=S)N(CCN(C)C)C(C)c2cccnc2)c1 (centres undefined) the results were CHRM4 agonist 2, M4 antag -3, CHRM5 PAM 2, CHO-K1 Ca ag 0.5, CHRM4 PAM 1, M5 antag 4, M5 ag 1, CHO-K1 Ca antag -12 and CHO-K1 Ca PAM 21.
`OC(c1ccc2c(c1)OCO2)c1ncc(-c2ccc(Cl)cc2)[nH]1` (centres undefined) gave CHRM4 agonist 1, M4 antag 0, CHRM5 PAM -2, CHO-K1 Ca ag 0.4, CHRM4 PAM 1, M5 antag 6, M5 ag 1, CHO-K1 Ca antag 18 and CHO-K1 Ca PAM -7.
Screening Cc1cc(C)n(-c2ccc([N+](=O)[O-])cc2)n1 returned CHRM4 agonist 0, M4 antag -25, CHRM5 PAM 2, CHO-K1 Ca ag 0.2, CHRM4 PAM 1, M5 antag -10, M5 ag -8, CHO-K1 Ca antag 1 and CHO-K1 Ca PAM 6.
O=C(CN1C(=O)C(=O)N(Cc2ccco2)C1=O)NC1CCCCC1 was read as CHRM4 agonist 1, M4 antag -8, CHRM5 PAM 9, CHO-K1 Ca ag 6.0, CHRM4 PAM 6, M5 antag 2, M5 ag 2, CHO-K1 Ca antag -10 and CHO-K1 Ca PAM 17.
For Cc1cc(C)n2nc(SCC(=O)N3CCc4ccccc43)nc2n1 the results were CHRM4 agonist 1, M4 antag -3, CHRM5 PAM -2, CHO-K1 Ca ag -0.1, CHRM4 PAM -5, M5 antag 5, M5 ag 0, CHO-K1 Ca antag 6 and CHO-K1 Ca PAM 0.
For COCc1[nH]nc2c1C1(C(=O)Nc3ccc(F)cc31)C(C#N)=C(N)O2 (centres undefined) the results were CHRM4 agonist 0, M4 antag 3, CHRM5 PAM 7, CHO-K1 Ca ag 0.6, CHRM4 PAM 6, M5 antag -1, M5 ag -8, CHO-K1 Ca antag -5 and CHO-K1 Ca PAM 19.
For COC(=O)C1=NN(c2cccc3ccccc23)C2C(=O)N(c3ccccc3OC)C(=O)C12 (centres undefined) the results were CHRM4 agonist 0, M4 antag 10, CHRM5 PAM -1, CHO-K1 Ca ag 0.3, CHRM4 PAM -4, M5 antag 7, M5 ag -2, CHO-K1 Ca antag -10 and CHO-K1 Ca PAM 17.
Screening CCC(=O)Nc1nnc(SCC(=O)N2c3ccccc3CC2C)s1 (centres undefined) returned CHRM4 agonist 2, M4 antag 0, CHRM5 PAM 0, CHO-K1 Ca ag 0.5, CHRM4 PAM 10, M5 antag 3, M5 ag 2, CHO-K1 Ca antag -17 and CHO-K1 Ca PAM 24.
